ATXN2 expr inh: reduces ATXN2 reporter expression in HEK-293 cells | HEK-293 ATXN2-luciferase reporter, luminescence, 24 h | Potency, µM (top dose mostly 57 µM), for inactives: at the top dose activity change, negative = inhibition, most hits filed as inhibitors | actives 0.72% (n = 360,000); also: potency is read from the fitted curve at half-maximal effect; % is scaled to controls: 0 for no effect and ±100 for the full control effect; nearly all actives have a fitted effect of over 55% in size
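qHTS (up to 57 uM final) was run with 24 h compound exposure of reporter cells at 37 °C. Each well was multiplexed: SteadyGlo luminescence measured ATXN2-luciferase expression after a fluorogenic Gly-Phe-AFC viability readout (25 uM final).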
IL-2 act: activates IL-2 in a cell-based reporter assay | activation, % (series mostly up to about 46 µM) | actives 0.065% (n = 360,000) | IL-2 activation reporter assay, cell-based qHTS; stimulated with anti-CD3/CD4/CD28 beads; in transgenic mouse T cells | AID 652025; in the data active = activation above about 50%; inconclusive = mostly about 30% to 49%; also: 0% is about no effect
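Using fluorescent plate cytometry, EGFP and DsRed are detected in transgenic mouse T cells stimulated 18 h at 37 degrees C with antibody-coated beads after 60 min compound pretreatment.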
HepG2 viability: HepG2 cytotoxicity, counter-screen for TGF-b inhibitors; HepG2 CAGA-GFP viability, ATP luminescence, 18 h; Potency, µM (doses to about 46.1 µM), for the others: at the top dose activity change, negative = cytotoxicity, hits mostly cytotoxic; actives 0.76% (n = 410,000); AID 588856; also: potency is read from the fitted curve at half-maximal effect; some results filed as inactive show a strong effect at the top dose
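CellTiter-Glo luminescence gave cytotoxicity after 18 hours at 37 degrees C. The cells were HepG2 CAGA-GFP in 1% FBS DMEM, stimulated with 500 pg/mL TGF-beta after compound addition. %Activity was normalised to no-cell wells (complete cell-killing) and DMSO (no toxicity), and curves were fitted and classified.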
Nrf2 block: inhibitors of Nrf2 signaling; A549 ARE-Fluc reporter, luciferase luminescence, 18-24 h; Potency, µM (series often up to 46 µM), without a hit: at the highest dose activity change, negative = inhibition, usual class: inhibitors; actives 2.1% (n = 360,000); AID 504444; also: potency is read from the fitted curve at half-maximal effect; % is scaled to controls: 0 for no effect and ±100 for the full control effect; nearly all actives have a fitted effect of over 60% in size
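Nrf2 function is reported as luminescence of an ARE-controlled luciferase in A549 cells. Compounds were tested at several concentrations, and a CellTiter-Fluor read on the same wells flagged cytotoxicity.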
ATXN viability: cell viability loss in ATXN counter-screen; S2 cells (HEK-293 line with an ATXN2-luciferase reporter) viability, CellTiter-Fluor protease fluorescence, 24 h; Potency, µM (doses to about 56.7 µM), hits mostly cytotoxic; actives 0.49% (n = 400,000); AID 651635; also: potency is read from the fitted curve at half-maximal effect; nearly all actives have a fitted effect of over 40% in size
EPAC2 ag: EPAC2 (human) agonism; EPAC2 activation, biochemical qHTS; response scale: 100% = 6.5 mM cAMP response; actives 0.079% (n = 360,000); Potency, µM (highest dose often 154 µM), for the others: top-dose activation, hits mostly activators; Q8WZA2; also: potency is read from the fitted curve at half-maximal effect; nearly all actives have a fitted effect of over 50% in size
Target sequence (Q8WZA2 whole entry, looked up): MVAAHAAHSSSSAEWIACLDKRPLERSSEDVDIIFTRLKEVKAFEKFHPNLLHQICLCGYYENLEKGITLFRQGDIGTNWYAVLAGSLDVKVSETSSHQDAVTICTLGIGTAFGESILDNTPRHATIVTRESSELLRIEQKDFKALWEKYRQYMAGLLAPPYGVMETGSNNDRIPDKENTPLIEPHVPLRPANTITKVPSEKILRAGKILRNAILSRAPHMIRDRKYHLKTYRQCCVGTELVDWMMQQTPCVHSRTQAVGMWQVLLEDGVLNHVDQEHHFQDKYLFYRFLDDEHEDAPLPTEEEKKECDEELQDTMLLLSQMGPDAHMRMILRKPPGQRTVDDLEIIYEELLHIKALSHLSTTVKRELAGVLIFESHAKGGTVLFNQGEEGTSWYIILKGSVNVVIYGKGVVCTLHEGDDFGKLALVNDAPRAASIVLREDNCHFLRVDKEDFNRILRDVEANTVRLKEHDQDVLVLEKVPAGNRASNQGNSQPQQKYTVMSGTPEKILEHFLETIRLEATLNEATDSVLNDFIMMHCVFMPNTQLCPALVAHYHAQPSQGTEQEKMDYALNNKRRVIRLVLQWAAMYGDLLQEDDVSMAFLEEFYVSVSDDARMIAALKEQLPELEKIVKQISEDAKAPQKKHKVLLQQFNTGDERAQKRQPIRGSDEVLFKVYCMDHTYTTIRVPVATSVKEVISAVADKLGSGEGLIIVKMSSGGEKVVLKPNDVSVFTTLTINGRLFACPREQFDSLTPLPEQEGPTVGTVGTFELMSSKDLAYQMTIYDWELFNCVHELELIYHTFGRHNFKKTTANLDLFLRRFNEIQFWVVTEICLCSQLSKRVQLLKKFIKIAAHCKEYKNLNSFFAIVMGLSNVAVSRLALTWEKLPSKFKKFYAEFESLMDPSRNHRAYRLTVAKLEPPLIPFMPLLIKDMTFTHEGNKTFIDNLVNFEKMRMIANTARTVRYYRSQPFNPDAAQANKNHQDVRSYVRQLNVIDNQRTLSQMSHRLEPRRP
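Exchange assay: 100 nM EPAC2 with 250 nM Rap1B-BODIPY-GDP and 50 uM GDP. Fluorescence (ex 480/em 540 nm) read every 5 min for 30 min at room temperature. Data normalized to 6.5 mM cAMP as agonist control.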
TGFb inhibitor: blocks TGF-b signaling. HepG2 CAGA-GFP TGF-b/SMAD3 reporter, GFP fluorescence, 18 h; TGF-beta stimulated, 500 pg/mL final. Potency, µM (doses to about 46.1 µM), without a hit: top-dose activity, negative = inhibition, hits mostly inhibitors. actives 1.2% (n = 410,000). AID 588855; also: potency is read from the fitted curve at half-maximal effect; % is scaled to controls: 0 for no effect and ±100 for the full control effect; nearly all actives have a fitted effect of over 65% in size
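Smad-responsive CAGA-GFP expression was quantified in HEPG2 cells exposed to compounds and 500 pg/mL final TGF-beta for 18 h at 37 degrees C; unstimulated wells defined full inhibition.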
A549 tox: kills or reduces viability of A549 cells in Nrf2 counter-screen. actives 0.16% (n = 390,000). AID 504648. A549 ARE-Fluc cells, CellTiter-Fluor viability, 18-24 h. Potency, µM (highest dose often 46 µM), inactives show top-dose activity change, negative = cytotoxicity, actives largely listed as inhibitors; also: potency is read from the fitted curve at half-maximal effect; % is scaled to controls: 0 for no effect and ±100 for the full control effect
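Cytotoxicity counterscreen: CellTiter-Fluor fluorescence was measured in A549 ARE_Fluc cells after 18-24 h of compound exposure in a concentration series. The subsequent BugLite luminescent read reports ARE-luciferase activity.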
Nrf2 ARE act: Nrf2 pathway activation; AREc32 ARE-luciferase reporter (MCF7-derived line), luminescence, 24 h; actives 0.31% (n = 410,000); Potency, µM (top dose mostly 46.1 µM), inactives show at the top dose activation, hits mostly activators; also: potency is read from the fitted curve at half-maximal effect; % of control where 0% means no effect; nearly all actives have a fitted effect of over 65% in size
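Quantitative high-throughput format: AREc32 reporter cells, 1000 per well, received compound by pin transfer and were incubated 24 hr at 37 deg C, 5% CO2, before Steady-Glo luminescence detection.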
Numbers without * were called inactive; i = inactive; ? = inconclusive; / = no result given; [ ] = another dose, or the depositor's remark. Unless noted, calls follow the shape of the dose curve; as a rule, active = well fitted curve in the direction sought with a large enough effect; inconclusive = small, poorly fitted or top-dose-only effect, or another doubt; inactive = no such curve, though single readings can be large; an effect the other way counts as inactive or inconclusive.

SMILES | HepG2 viability | TGFb inhibitor | EPAC2 ag | Nrf2 block | ATXN viability | ATXN2 expr inh | A549 tox | Nrf2 ARE act | IL-2 act
Cc1ccc(Nc2cc(C)nc(-c3ccccc3O)n2)cc1 | -40% | -11% | 8% | ? | ? | 40%[activator] | -5% | 4.1% | 17
O=C(NCc1ccccc1)c1cccc(COc2cccc(Cl)c2)c1 | -12% | 8% | 3% | 7% | i | 4% | -6% | 0.8% | -1.0
Cn1c(=O)cc(OCCCC(=O)Nc2ccc3c(c2)OCCO3)c2ccccc21 | -33% | 0% | -15% | -6% | i | 65%[activator] | -15% | -0.6% | -3.1
CCN(CC)C(=O)C1=C(C)N(Cc2ccc(OC)cc2)C(=O)C(CC(=O)NCCN2CCOCC2)C1 (stereo not given) | -2% | 0% | 14% | / | i | 10% | / | -0.6% | 0.0
Fc1cccc(Nc2nc(N3CCOCC3)nc(N3CCOCC3)n2)c1 | -4% | 28% | 11% | -12% | ? | -49% | ? | 4.1% | -0.2
CC(=O)Nc1cccc(C(=O)OCC(=O)NC(=O)Cc2ccccc2)c1 | 7% | -11% | 4% | -3% | ? | 6% | -1% | 0.0% | -0.8
Cc1cc(F)ccc1NC(=O)C1CCCN(c2nnc(-n3c(C)ccc3C)s2)C1 (stereo not given) | -25% | ? | / | 13% | i | -21% | 4% | 15% | /
Cc1cc(C)cc(OCC(=O)N/N=C/c2ccccn2)c1 | -14% | 3% | 2% | ? | i | -5% | 1% | 1.9% | -1.8

Continued (3 carried over from the part before).
SMILES | HepG2 viability | TGFb inhibitor | EPAC2 ag | Nrf2 block | ATXN viability | ATXN2 expr inh | A549 tox | Nrf2 ARE act | IL-2 act
CC(=O)Nc1cccc(C(=O)OCC(=O)NC(=O)Cc2ccccc2)c1 | 7% | -11% | 4% | -3% | ? | 6% | -1% | 0.0% | -0.8
Cc1cc(F)ccc1NC(=O)C1CCCN(c2nnc(-n3c(C)ccc3C)s2)C1 (stereo not given) | -25% | ? | / | 13% | i | -21% | 4% | 15% | /
Cc1cc(C)cc(OCC(=O)N/N=C/c2ccccn2)c1 | -14% | 3% | 2% | ? | i | -5% | 1% | 1.9% | -1.8
COc1ccc(Cl)cc1N(CC(=O)Nc1ccc2c(c1)OCCO2)S(C)(=O)=O | -17% | 12% | 7% | 4% | i | 2% | 0% | 0.1% | -1.6
C#CCSc1nc(-c2ccccc2)cc(-c2ccccc2)c1C#N | -19% | 7% | / | -9% | i | -5% | 12% | 5.4% | /
COc1ccc(-c2nnn(CC(=O)Nc3sc4c(c3C#N)CCCC4)n2)cc1 | -12% | -9% | 1% | -8% | i | -13% | -7% | 0.5% | -0.3
Cc1nn(-c2ccc(F)cc2)c(C)c1CN1CCN(CCC(C)C)C(CCO)C1 (stereo not given) | 0% | -7% | 1% | -4% | i | -18% | -11% | 0.2% | -3.1
CN(C)C(=O)c1cc([N+](=O)[O-])cc([N+](=O)[O-])c1N(C)C | -21% | 1% | 7% | 8% | i | -19% | -17% | 0.0% | -1.1
CCOC(=O)c1sc2nc(SCC(=O)N(CC)CC)n(CCCN3CCCC3=O)c(=O)c2c1C | -2% | -13% | -2% | ? | ? | -25% | -14% | 2.9% | -3.1
O=C(O)CNC(=O)c1ccc(N2CCOCC2)cc1[N+](=O)[O-] | 3% | 20% | 1% | -5% | i | -20% | -1% | -0.8% | -0.1
COc1ccc(C(=O)OCCc2ccc(O)cc2)cc1 | -15% | -5% | 1% | 14% | i | 88%[activator] | 0% | 5.1% | -0.5
CN(c1ccc(O)cc1)c1nc(-c2ccccc2)cs1 | -78% | -65% | 23% | ? | i | 43%[activator] | -10% | 4.7% | -0.8
COC(=O)C1CCN(C(=O)CN2C(=O)NC(CC(C)C)C2=O)CC1 (stereo not given) | 0% | 6% | 12% | 1% | i | / | 30% | 1.8% | 1.0
COc1cccc(C(=O)Nc2ccc(NC(=O)c3ccc(C(C)(C)C)cc3)cc2)c1 | -12% | -1% | / | ? | i | 2% | -9% | 0.5% | /
CCC(C(=O)NCCCN1CC(C)CC(C)C1)n1nc(C)c2sc3ccccc3c2c1=O (stereo not given) | -30% | ? | 12% | ? | i | / | -5% | 0.2% | 0.9
Cc1ccc(S(=O)(=O)N2CCc3ccccc3CC2)cc1 | -17% | -20% | 10% | 8.2µM* | i | ? | -2% | 2.9% | -0.9
C=CCN(c1ccc(OC)cc1)S(=O)(=O)c1ccc(Cl)c(C(=O)OCC(=O)c2c(N)n(C)c(=O)n(C)c2=O)c1 | 7% | 0% | 3% | 1% | ? | 1% | -2% | 5.2% | -3.4
O=C(NCc1ccccn1)C1CCN(S(=O)(=O)N2CCCCC2)CC1 | -12% | 2% | 14% | -23% | i | 3% | -1% | -0.4% | -2.7
N#CC1(NC(=O)COC(=O)c2nccnc2N)CCCCC1 | 0% | ? | -8% | 0% | i | -6% | -1% | -0.7% | -3.6
CCOC(=O)C1CCCN(C(=O)c2ccc(C)c(NC(=O)C3=C(C)OCCS3)c2)C1 (stereo not given) | -1% | 1% | -4% | 5% | i | -8% | 1% | 3.1% | 1.0
Cc1ccc(Cl)cc1N1CCN(S(C)(=O)=O)CC1 | -3% | -4% | 13% | -32% | i | -12% | 0% | 0.2% | 2.2
CC(=O)Nc1ccc(S(=O)(=O)N2CCN(C(=O)c3ncoc3-c3ccccc3F)CC2)cc1 | 4% | 13% | 2% | -16% | i | 3% | -7% | -0.6% | -0.4
CCN1/C(=C2\OC(=S)N(C)C2=O)Sc2ccccc21 | -21% | -16% | -10% | ? | i | 19% | 11% | 2.6% | -1.9
Cc1c(CCOC(=O)c2ccc(Cl)cc2Cl)sc[n+]1CC(=O)c1ccccc1 | -41% | -30% | 9% | -8% | ? | -13% | -4% | ? | -0.1
Cc1coc2cc3oc(=O)c(CCC(=O)NCCCn4ccnc4)c(C)c3cc12 | -5% | 3% | -1% | -11% | i | -4% | 6% | -0.5% | 1.7
C=CCc1ccc(OCC(O)CN2CCN(c3ccccc3)CC2)c(OC)c1 (stereo not given) | -66% | -32% | 5% | 1% | ? | / | -4% | 1.5% | 0.6
COc1ccc(C(=O)Nc2cc3c(cc2N2CCCC2)n(C)c(=O)c(=O)n3C)cc1OC | 1% | -1% | / | -1% | i | 2% | -2% | 4.0% | /
Cc1ccc2c(C)c(C(=O)NCC(c3ccc(Cl)cc3)N3CCOCC3)oc2c1 (stereo not given) | -1% | ? | / | -11% | ? | ? | 3% | 7.8% | /
Cn1c(=O)c2c(nc(SCC(=O)Nc3ccc(OC(F)(F)F)cc3)n2Cc2cccc(C(F)(F)F)c2)n(C)c1=O | -9% | 2% | / | 7.3µM* | / | / | ? | -0.3% | /
O=C(CN1C(=O)NC2(CCOc3ccccc32)C1=O)NCCc1ccccc1 (stereo not given) | -1% | 9% | -9% | 22% | i | 16% | 4% | 0.1% | 2.5
Cc1cc(NC(=O)CSc2nnc(C(F)(F)F)n2C)no1 | -12% | -1% | -11% | 10% | ? | -9% | -1% | 0.2% | -3.2
O=C(CN1CCCCCC1)Nc1ccc(Cl)cn1 | 1% | 11% | 6% | 14% | i | 20% | -1% | -0.6%[9.22 µM] | -1.5
CC(C)(C)OC(=O)C1C(=O)CC(C)(O)C(C(=O)OC(C)(C)C)C1c1ccco1 (stereo not given) | -8% | -1% | 11% | 4% | i | 2% | 0% | 2.1% | -1.6
CCOc1ccc(-c2nc(=S)[nH][nH]2)cc1 | 3% | 19% | 9% | 19% | i | 40%[activator] | -2% | 6.4% | 0.0
CC(NC(=O)NCC1CCCO1)(C(F)(F)F)C(F)(F)F (stereo not given) | 2% | 6% | 19% | -15% | i | 5% | -2% | -0.5% | -0.4
C=CCN(CC=C)c1cnn(-c2nc3ccccc3[nH]2)c(=O)c1Cl | -35% | 0% | -14% | / | i | 1% | 0% | 0.0% | 0.8
Cc1ccc(CNC(=O)COC(=O)C2CC2)cc1 | 16% | 6% | 7% | 7% | ? | / | -2% | -0.7% | -0.4
O=C1NC(=S)N/C1=C/c1cccc([N+](=O)[O-])c1O | -2% | -4% | -6% | 0% | i | 0% | -24% | 0.2% | 1.4
CC(=O)Nc1ccccc1NC(=O)c1ccc(C)c(C)c1 | 3% | 8% | 1% | 7% | i | 1% | 1% | 2.2% | 2.0
COc1ccccc1CN(C)C[C@H]1OCc2cnnn2CCCC(=O)N([C@@H](C)CO)C[C@@H]1C | -49% | ? | 2% | / | i | 10% | / | -0.2% | 2.7
CS(=O)(=O)N1CCN(c2ccc([N+](=O)[O-])c(NCCN3CCOCC3)c2)CC1 | -23% | 4% | -4% | -6% | i | -6% | -26% | 0.4% | 0.5
CCOc1ccc(OCCC(=O)N(CCOC)c2c(N)n(Cc3ccccc3)c(=O)[nH]c2=O)cc1 | 0% | 2% | 14% | -11% | i | 0% | -1% | 1.0% | 1.0
Cc1cc(NC(=O)COC(=O)Cn2[nH]c(=O)c3ccccc3c2=O)c([N+](=O)[O-])cc1C | 0% | -5% | -1% | 5% | ? | 10% | 0% | 4.0% | -3.4
COc1ccc(-n2nnc3c(SCC(=O)Nc4ccccc4F)ncnc32)cc1 | 18% | 2% | 6% | -14% | ? | -8% | -8% | 0.2% | 0.5
CCCCSc1nc2sc3c(c2c(=O)n1-c1ccc(OC)cc1)CCN(C)C3 | 8% | 0% | -8% | -27% | i | -12% | -3% | 2.9% | 5.9

Assay outcomes as filed in PubChem.
